SRC2 inh = inhibits human steroid receptor coactivator 2; Q15596; HEK293 GAL4-SRC2 luciferase reporter, luminescence; inhibition, % at 9 µM; 370,000 tested, 0.17% active; AID 651957;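 active = inhibition above the mean inhibition of all tested compounds plus 3 SD, set per campaign, cut at about 52% in these data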;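 note: 0% = DMSO treated cells and 100% = cells given Gossypol at 36 µM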
Target sequence (Q15596 whole entry, looked up, the tested form may be a part): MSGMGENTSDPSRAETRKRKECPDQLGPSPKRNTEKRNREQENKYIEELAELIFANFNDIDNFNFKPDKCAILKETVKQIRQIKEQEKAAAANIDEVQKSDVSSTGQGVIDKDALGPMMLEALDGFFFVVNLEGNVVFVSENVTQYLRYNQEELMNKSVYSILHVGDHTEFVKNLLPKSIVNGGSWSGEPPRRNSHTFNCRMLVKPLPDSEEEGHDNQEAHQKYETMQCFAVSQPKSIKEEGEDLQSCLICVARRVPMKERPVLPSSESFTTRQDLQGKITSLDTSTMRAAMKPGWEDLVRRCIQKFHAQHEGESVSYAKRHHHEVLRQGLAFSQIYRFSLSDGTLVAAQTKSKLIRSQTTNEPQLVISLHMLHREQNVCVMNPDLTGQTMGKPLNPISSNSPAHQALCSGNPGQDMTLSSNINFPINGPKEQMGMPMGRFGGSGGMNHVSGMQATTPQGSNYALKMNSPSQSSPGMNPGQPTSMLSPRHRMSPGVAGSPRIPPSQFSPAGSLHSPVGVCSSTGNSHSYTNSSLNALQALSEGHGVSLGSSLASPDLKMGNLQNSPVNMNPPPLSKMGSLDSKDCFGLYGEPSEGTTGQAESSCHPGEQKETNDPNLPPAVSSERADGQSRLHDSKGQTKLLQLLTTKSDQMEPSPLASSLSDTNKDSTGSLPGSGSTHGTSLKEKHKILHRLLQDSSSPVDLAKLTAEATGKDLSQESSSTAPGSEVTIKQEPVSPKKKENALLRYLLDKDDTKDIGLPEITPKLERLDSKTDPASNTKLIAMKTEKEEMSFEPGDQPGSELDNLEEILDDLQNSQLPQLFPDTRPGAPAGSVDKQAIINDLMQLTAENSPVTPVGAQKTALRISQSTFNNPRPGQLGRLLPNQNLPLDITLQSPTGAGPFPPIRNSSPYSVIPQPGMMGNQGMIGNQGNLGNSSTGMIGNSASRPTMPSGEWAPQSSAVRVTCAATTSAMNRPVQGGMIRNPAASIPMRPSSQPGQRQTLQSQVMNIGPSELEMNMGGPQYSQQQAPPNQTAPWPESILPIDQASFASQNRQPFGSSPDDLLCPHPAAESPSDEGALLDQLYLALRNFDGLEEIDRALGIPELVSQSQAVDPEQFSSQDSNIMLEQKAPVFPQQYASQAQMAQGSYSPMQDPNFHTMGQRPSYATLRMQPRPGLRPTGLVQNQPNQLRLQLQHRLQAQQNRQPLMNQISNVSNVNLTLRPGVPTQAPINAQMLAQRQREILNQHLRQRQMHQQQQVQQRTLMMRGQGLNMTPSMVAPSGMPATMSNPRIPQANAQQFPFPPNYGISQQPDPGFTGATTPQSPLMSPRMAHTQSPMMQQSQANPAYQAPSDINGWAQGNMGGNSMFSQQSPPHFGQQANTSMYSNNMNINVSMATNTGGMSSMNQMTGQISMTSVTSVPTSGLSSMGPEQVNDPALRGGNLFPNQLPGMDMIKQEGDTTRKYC
ABCB6 inh MLPCN = human ABCB6 transporter inhibition; fluorescence ratio to DMSO, % at 10 µM; Q9NP58; K562-ABCB6 porphyrin accumulation, flow cytometry, 1 h; active compounds read low; 360,000 tested, 0.19% active;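 active = fluorescence ratio to DMSO below 75%, the collection mean minus 3 SD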;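 note: signal is porphyrin accumulated inside mitochondria; 100% equals median channel fluorescence of DMSO control wells; lower ratio means ABCB6 inhibition with less porphyrin fluorescence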
ABHD5-PLIN5 inh = ABHD5-PLIN5 protein interaction inhibition; 360,000 tested, 0.78% active; Q00G26+Q8WTS1; inhibition, % at 4 µM; Split G. princeps luciferase complementation, luminescence, 4 h;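 active = inhibition above the mean inhibition across every tested compound plus 3 SD, cut at about 22% in these data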;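 note: 0% = DMSO only wells and the 100% control is not disclosed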
TLR9-MyD88 block = blocks human TLR9 binding to MyD88; CHO BLA complementation TLR9-MyD88, CCF4 FRET ratio; Q9NR96+Q99836; inhibition, % at 4.98 µM; 340,000 tested, 0.21% active;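 active = inhibition above the mean over all tested compounds plus 3 SD, cut at about 21% in these data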;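 note: 0% = DMSO only wells and 100% = clavulanate BLA inhibitor control wells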
Cardio protect = modulators protecting cardiomyocytes from myocardial damage | H9c2 cardiomyocytes, H2O2 injury protection, ATPLite, 2 h | protection from H2O2 cell death, % at 20 µM | 360,000 tested, 0.63% active | AID 588492;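 active = compounds giving at least 50% protection of heart cells from peroxide-induced death in the single-dose screen, raw or plate-pattern-corrected value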;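 note: 0% = DMSO wells with peroxide and 100% = DMSO wells without peroxide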
MC4R antag cAMP = antagonists of human melanocortin 4 receptor (MC4R). P32245. MC4R-expressing cells, MTII-stimulated cAMP, LANCE TR-FRET. inhibition, % at 6.5 µM. 360,000 tested, 0.48% active;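 active = inhibition above its plate's cutoff, the mean of tested wells on that plate plus 3 SD, cut at about 29% in these data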;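 note: 0% = Melanotan II alone and 100% = Melanotan II plus saturating MCL0020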
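Material: U2OS-MC4R stable cell line | Reagent: Melanotan II challenge after compound preincubation | Doses: One concentration, 6.5 µM nominal | Incubation: 30-min compound preincubation, 1-h Melanotan II challenge, 1-h detection, room temperature | Signal: TR-FRET cAMP assay | Replicates: One well per compound, no replicates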
NOD2-RIPK2 inh = NOD2-RIPK2 protein interaction inhibition. AID 624267. CHO BLA complementation NOD2-RIPK2, CCF4 ratio. inhibition, % at 4.98 µM. O43353. 360,000 tested, 0.38% active; in the data active = inhibition above about 21%;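 note: 0% = vehicle only and 100% = reference blocker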
m5-HT2A agonist = activates the mouse 5-HT2A serotonin receptor | CHO-K1 mHTR2A beta-arrestin complementation, luminescence; percent of 30 µM serotonin response | P35363 | 360,000 tested, 0.66% active | activation, % at 7.6 µM;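 active = activation above a run cutoff, the mean activation of all tested compounds plus 3 SD, cut at about 14% in these data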;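 note: 0% = plate median of compound wells and 100% = 30 µM serotonin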
MC4R barr agon = human MC4R agonism via beta-arrestin; activation, % at 8.9 µM; P32245; 360,000 tested, 0.98% active; U2OS MC4R beta-arrestin complementation, luminescence; percent of melanotan II response, DMSO zero;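 active = activation above a per-plate cutoff, the mean activation of sample wells on that plate plus 3 SD, cut at about 8% in these data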
N-glyco inh = N-linked glycosylation inhibition; D54 ERlucT glycosylation luciferase reporter, 24 h; percent of 100 nM tunicamycin response; reporter increase, % at 12.5 µM; 360,000 tested, 0.23% active;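 active = mean luciferase reporter signal, scaled so untreated is 0 and the glycosylation-blocking control 100, at or above a set limit in every replicate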;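 note: luciferase carries N-glycosylation sites so blocking glycosylation raises the light; 0% = median of neutral control wells and 100% = median of 100 nM tunicamycin wells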
Active calls of the source: *; . = no result given. An excerpt (hit frequency here may not be typical).

item | compound | SRC2 inh | ABCB6 inh MLPCN | ABHD5-PLIN5 inh | TLR9-MyD88 block | Cardio protect | MC4R antag cAMP | NOD2-RIPK2 inh | m5-HT2A agonist | MC4R barr agon | N-glyco inh
1 | COc1cc2c(cc1OC)C1=C(C#N)CN(CC(=O)O)CN1CC2 | -5 | 102 | 13 | 12 | 8 | 3 | 5 | 0 | 0.5 | 1
2 | COc1ccc(OCCCC(=O)Nc2cccc(S(=O)(=O)N3CCCCCC3)c2)cc1 | 0 | 96 | -10 | 2 | -9 | 3 | -2 | 3 | -2.0 | -2
3 | O=C(CCCc1ccccc1)NCCS(=O)(=O)N1CCN(c2ccccc2F)CC1 | -28 | 99 | -10 | 1 | -6 | 14 | 2 | 0 | -2.6 | 1
4 | CCn1nc(C)c(CNC(=O)c2cc(COc3ccccc3SC)on2)c1C | -4 | 98 | 3 | 5 | -6 | 13 | -3 | 4 | -0.9 | 0
5 | O=C(NC1CCN(S(=O)(=O)c2cccc(F)c2)CC1)c1cccc(F)c1 | 1 | 103 | -5 | 2 | -1 | 4 | -4 | 0 | 1.2 | 2
6 | CCC(=O)c1ccc(OC(=O)c2ccc(Br)o2)cc1 | 10 | 99 | 0 | -7 | 12 | -5 | 1 | -3 | -0.4 | 1
7 | CC(SC(C)C(=O)NN=Cc1ccc(F)cc1)C(=O)NN=Cc1ccc(F)cc1 (stereo not given) | 18 | 98 | -3 | -2 | 8 | 10 | 0 | -8 | -2.1 | -1
8 | COc1ccc(/C=C/C=N/NC(=O)COc2ccc(OC)cc2)cc1 | -5 | 101 | -13 | 5 | -9 | -7 | -2 | 1 | 2.9 | -3
9 | C/C=C/C(=O)N1c2ccc(C)cc2C(C)=CC1(C)C | 0 | 102 | -2 | 4 | 1 | -1 | 3 | 4 | 4.1 | 1
10 | CCCCN1C(=O)C(=O)N(CC(=O)NC2CCCc3ccccc32)C1=O (stereo not given) | 26 | 136 | 3 | 4 | 3 | 2 | -5 | 0 | -1.9 | 0
11 | O=C(CN1CCN(S(=O)(=O)c2ccc(F)cc2)CC1)Nc1ccnn1C1CCCC1 | 24 | 94 | 2 | -4 | -8 | 1 | -3 | 11 | -3.4 | -1
12 | CCN(CC)c1ccc(NC(=O)c2ccc3c(c2)OCO3)cc1 | -72 | 106 | -5 | -1 | -10 | -12 | 0 | 2 | 1.0 | -2
13 | Cc1cc(C)c2c(c1)NC(=O)C2(O)CC(=O)c1cccs1 (stereo not given) | -20 | 95 | 3 | -2 | 5 | 4 | -2 | -1 | -0.8 | 0
14 | Cc1ccc(CCNC(=O)CN(C)S(=O)(=O)c2cnc[nH]2)cc1 | -9 | 98 | -3 | 7 | 4 | 6 | -4 | 4 | -0.4 | 2
15 | Fc1cccc(NC(=S)NNc2ccccc2)c1 | 20 | 88 | -23 | 1 | -9 | -2 | 2 | -1 | 0.1 | -1
16 | COc1cccc(CNC(=O)CN2C(=O)CSc3ccc(S(=O)(=O)N4CCOCC4)cc32)c1 | -13 | 100 | 10 | 2 | 10 | 7 | -7 | 12 | 0.0 | 2
17 | CNC(=S)NNC(=O)c1noc(C)c1C(=O)N1CCN(C(c2ccccc2)c2ccccc2)CC1 | -3 | 98 | -5 | -3 | -6 | -3 | -26 | 3 | -2.6 | 0
18 | COc1ccc(/C=C2\SC(=O)N(CCNC(=O)Cn3[nH]c(=O)c4ccccc4c3=O)C2=O)cc1 | 11 | 94 | -13 | -7 | 15 | 1 | 7 | 2 | -1.9 | -2
19 | Cc1cc(C)cc(C(=O)NCC(=O)OCC(=O)NCc2ccco2)c1 | -4 | 91 | 4 | 1 | 0 | 39* | -3 | 12 | 5.1 | 1
20 | CN(C)S(=O)(=O)c1cccc(C(=O)Nc2cc(S(=O)(=O)N3CCOCC3)ccc2N2CCCC2)c1 | -11 | 101 | -10 | -2 | 5 | 12 | 2 | -4 | -1.7 | 13
21 | Cc1onc(-c2c(F)cccc2Cl)c1C(=O)NC(=S)NC1CCS(=O)(=O)C1 (stereo not given) | 5 | 100 | 3 | -10 | -4 | 3 | -8 | -5 | -0.1 | 2
22 | CCCC[C@@H]1CNCCN1CCCc1cc(OC)c(OC)c(OC)c1 | 2 | 95 | 3 | 1 | 1 | -8 | -4 | 0 | -1.2 | 2
23 | COC(=O)CSc1nnc(CNC(=O)c2ccc(S(=O)(=O)N3CCOCC3)cc2)n1C | -20 | 89 | 3 | 0 | -3 | -1 | -5 | 4 | 2.0 | 1
24 | COc1ccc(-c2noc(N3CCC(C(=O)Nc4ccccc4Cl)CC3)n2)cc1 | 2 | 93 | 0 | -7 | -12 | 16 | 0 | 3 | 3.9 | 0
25 | c1ccc(OCc2nnc3n2N=C(c2ccccc2)CS3)cc1 | 3 | 99 | -3 | 0 | -1 | 6 | 5 | -5 | 0.0 | 1
26 | Cc1ccc(NC2=NC(=S)N(CC#N)C23CCCCC3)cc1 | 5 | 94 | -4 | -8 | 4 | 5 | 1 | -2 | -2.1 | 1
27 | CCN1C(=O)S/C(=C/c2cn(C)c3ccccc23)C1=O | -42 | 106 | 3 | 10 | -6 | 12 | -1 | 1 | 3.5 | -2
28 | O=C(N/N=C/C(Br)=C/c1ccccc1)c1ccc([N+](=O)[O-])cc1 | -19 | 90 | 7 | -1 | -8 | -4 | -1 | -11 | -4.0 | 9
29 | CCCCSc1nnc(-c2ccc(NC(C)=O)cc2)n1C | -25 | 103 | -1 | -1 | 8 | 19 | -2 | -3 | -2.1 | 6
30 | O=C(NCCc1ccc(Cl)cc1)c1ccc(Br)s1 | -53 | 96 | -3 | -6 | -7 | 5 | -1 | -5 | 0.6 | 1
31 | C/C(=N/NC(=O)CN1CCN(S(=O)(=O)c2ccc(Br)cc2)CC1)c1ccncc1 | -12 | 108 | -7 | -3 | 0 | 16 | 7 | 6 | 0.9 | 0
32 | O=C1[C@@H]2Cc3c([nH]c4ccccc34)CN2C(=O)CN1CCO | 13 | 96 | -4 | -3 | 2 | 15 | -1 | -10 | 2.6 | 0
33 | CCOC(=O)c1ccccc1N=N/C(C(C)=O)=C(/C)O | -14 | 100 | 1 | -2 | -1 | -3 | 13 | 1 | 1.2 | 0
34 | Cc1ccc(NC(=O)CC(O)(C(F)(F)F)C(F)(F)F)c(Br)c1 | -4 | 99 | -11 | 0 | -8 | 4 | 4 | -7 | -1.7 | 2
35 | Cc1ccc(C(=O)Nc2ccn(Cc3ccc(F)cc3)n2)o1 | 3 | 102 | 3 | -1 | 1 | 6 | -6 | 11 | -1.4 | 1
36 | O=C1CN(C(=O)COc2c(Cl)cccc2Cl)c2ccccc2N1 | -16 | 100 | -1 | -4 | -7 | -3 | -1 | 7 | -1.2 | -1
37 | Cc1cccc(C)c1NC(=O)C(C1CC1)n1c(-c2ccc(C(F)(F)F)cc2)nc2ccccc21 (stereo not given) | 7 | . | -8 | . | . | . | -5 | 4 | . | .
38 | CC(C)CC(=O)N1CCN(C(=O)c2ccco2)CC1 | 7 | 97 | 0 | -13 | -2 | 3 | 5 | 1 | 3.9 | 1
39 | COc1ccc(CSCCc2n[nH]c(=S)n2-c2ccccc2)cc1 | -12 | 100 | -1 | 2 | -5 | 10 | -13 | 1 | -1.1 | 3
40 | O=C(N/C=N/OCc1ccc(Cl)cc1Cl)NOCc1c(Cl)cccc1Cl | -19 | 86 | -10 | -1 | -25 | -11 | 7 | -2 | 12* | -1
41 | CCN(C(=O)CSc1nc2ccccc2c(=O)n1-c1ccccc1F)C1CCS(=O)(=O)C1 (stereo not given) | 9 | 97 | 6 | -3 | 0 | 12 | -6 | 1 | 4.1 | 1
42 | CCC1(CC)N([O-])C(C)=C(c2ccccc2)[N+]1=O | 16 | 103 | 2 | -2 | 1 | 4 | 7 | 5 | 2.5 | -1
43 | O=C(NC(=S)Nc1ccccc1)c1cc(-c2ccccc2)nc2ccccc12 | 17 | 90 | -10 | -6 | 6 | 2 | 0 | -12 | -4.7 | -5
44 | COc1cc(OC)cc(C(=O)NC(C(=O)NCCc2ccccn2)C(C)C)c1 (stereo not given) | 1 | 101 | 7 | -3 | 14 | 3 | 7 | -11 | -1.9 | 3
45 | CCc1cccc(NC(=O)CN(C)C2=NS(=O)(=O)c3ccccc32)c1 | -16 | 97 | -3 | -10 | 3 | -1 | 1 | 1 | 0.2 | 3
46 | CC(c1ccccc1)N1C(=O)c2ccc(C(=O)Nc3ccccc3C(=O)O)cc2C1=O (stereo not given) | 31 | 101 | 1 | -27 | 2 | 7 | -10 | 12 | -2.5 | 4
47 | Cc1cc(Cl)ccc1OCC(=O)NNC(=O)C1CCCO1 (stereo not given) | 21 | 91 | 6 | -7 | -10 | 0 | 5 | 4 | 5.1 | 0
48 | CCn1c(COc2c(C)cccc2C)nnc1SCC(=O)N1CCN(c2ccccc2)CC1 | 24 | 94 | 7 | 7 | 4 | -2 | 4 | -2 | 1.8 | -1
49 | O=C(N/N=C/c1cc(Br)c(Br)o1)C(O)c1ccccc1 (stereo not given) | 8 | 101 | -1 | -7 | 12 | 12 | -10 | 3 | -0.1 | 2
50 | COc1ccc(NC(=O)C2CC3C=CC2C3)c([N+](=O)[O-])c1 (stereo not given) | -39 | 103 | -2 | -2 | -5 | -4 | -18 | 15* | 0.6 | 1

Next section.
item | compound | SRC2 inh | ABCB6 inh MLPCN | ABHD5-PLIN5 inh | TLR9-MyD88 block | Cardio protect | MC4R antag cAMP | NOD2-RIPK2 inh | m5-HT2A agonist | MC4R barr agon | N-glyco inh
51 | CCCc1[nH]nc2c1C1(CCN(C(=O)OCc3ccccc3)CC1)C(C#N)=C(N)O2 | 3 | 100 | -18 | 2 | 30 | -41 | -5 | -5 | -1.9 | -3
52 | Cn1c(Cc2ccccc2)nnc1SCCC(=O)Nc1ccccc1 | 6 | 97 | -1 | 5 | -6 | -2 | 1 | -2 | -2.0 | -1
53 | COc1ccc(NS(=O)(=O)c2cccc(C(=O)NNC(=O)NCCCl)c2)cc1 | -5 | 99 | 1 | 9 | 1 | -5 | -6 | 7 | -1.2 | 0
54 | CCCc1c(C(=O)Nc2ccc(C(F)(F)F)cc2)cnn1-c1ccccc1 | 9 | 98 | 8 | 1 | -4 | -3 | -16 | -4 | 10* | -3
55 | CSc1nccc(-c2sc(SC)c(C#N)c2-c2ccccc2)n1 | 2 | 96 | 16 | -7 | -2 | 12 | 3 | 0 | -0.8 | -4
56 | CCOc1ccc(-c2nnc3ccc(SCc4ccc(C(=O)OC)o4)nn23)cc1 | -12 | 97 | 1 | 2 | 12 | -16 | -4 | 2 | -2.8 | -1
57 | O=C(COc1ccc(S(=O)(=O)N2CCCC2)cc1[N+](=O)[O-])N1CCCCC1 | -9 | 100 | -2 | -1 | 3 | 8 | -2 | 3 | -1.2 | 1
58 | Cc1ccc(C(C)C)c(OCC(=O)NNC2=CC(=O)CC(C)(C)C2)c1 | -5 | 99 | -7 | 2 | -4 | 3 | -10 | 2 | -3.0 | 0
59 | COc1ccc(N2CC(C(=O)Nc3nnc(SCC(=O)N4CCCC4)s3)CC2=O)cc1 (stereo not given) | 7 | 101 | -12 | -14 | -4 | -4 | -10 | -5 | -1.4 | 2

Compound activity deposited in PubChem by several laboratories.
